Growth percent in the NCI-60 one-dose screen (48 h, 10 µM unless noted): 100 = growth as untreated, 0 = no growth, -100 = all killed.
OVCAR-3 = OVCAR-3 ovarian cancer; 7% of 79,000 active
TK-10 = TK-10 renal cancer cells; 3.9% of 81,000 active
OVCAR-8 = OVCAR-8 ovarian cancer. 4.4% of 81,000 active. AID 1794782
A498 = A498 renal cancer cells | 5.4% of 76,000 active
RXF 393 = RXF 393 renal cancer cells | 6.9% of 77,000 active | AID 1794773
OVCAR-5 = OVCAR-5 ovarian cancer; 2.9% of 82,000 active; AID 1794783
ACHN = ACHN renal cancer. 4.9% of 81,000 active. AID 1794771
CAKI-1 = CAKI-1 renal cancer; 4.7% of 75,000 active; AID 1794772
* = called active by the depositor; . = no result given; & = joins results of further samples. How the source made its calls: active means growth percent below 10; inactive means the rest. This is a subset (hit frequency here may not be typical).

Each structure is followed by: OVCAR-3	TK-10	OVCAR-8	A498	RXF 393	OVCAR-5	ACHN	CAKI-1
- CCC(/C=N\O)CC
→ 100	94	100	93	128	112	111	98
- CC(C)=CCC/C(C)=C/CN1C(=O)CN(C)C1=O
→ 122	104	112	92	97	95	97	97
- CCOC(=O)C1=C(N)N(c2ccc(C)cc2)C2=C(C(=O)CC(C)(C)C2)C1c1ccc(OC)cc1 (stereo not drawn)
→ 112	102	104	119	114	109	103	97
- O=CNc1ccc2ccccc2c1
→ 110	96	102	114	122	106	97	.
- N#Cc1c(-c2cn(-c3ccccc3)nc2-c2ccc(OCc3ccccc3)cc2)cc(-c2ccc(Cl)cc2)oc1=N
→ 99	116	90	83	106	104	94	76
- CCCCC(CC)COC(=O)/C=C/c1cccc2c1C(=O)NC(C)(c1cc3cc(Br)ccc3oc1=O)N2 (stereo not drawn)
→ 65	91	66	96	38	86	48	49
- CC(C)c1ccc(C2OCC3(C)C(CCC4(C)C5CC(C6=CCOC6=O)OC5(C)CCC34)O2)cc1 (stereo not drawn)
→ 72	88	80	68	91	72	69	75
- Cn1cc(Nc2nccc(-c3ccc(N4CCCC4)c(C#N)c3)n2)cn1
→ 32	41	47	48	44	88	27	17
- CCC(=O)N/N=C/C=N/NC(=O)c1ccncc1
→ 113	130	96	93	116	98	98	97
- CCc1c(CC(=O)O)c2cc(C)ccc2n1Cc1ccc(Cl)cc1
→ 110&94	262&100	100&83	108&114	77	99&98	96&94	90
- COC1O[C@@H]2O[C@]3(C)CC[C@H]4[C@H](C)CC[C@@H]([C@H]1C)[C@@]24OO3 (stereo partly drawn)
→ 104	105	94	89	115	104	100	95
- COc1ccc(-c2cc(-c3cccs3)n3c(C)nnc3c2C#N)cc1
→ 100	117	108	92	112	102	100	145
- C#CCNc1ccc2c(c1)C(O)(CC#N)C(=O)N2 (stereo not drawn)
→ 107	96	97	93	113	103	105	92
- Cc1cc(=O)[nH]c2c1sc(=O)n2CCC(=O)Nc1ccccc1
→ 101	128	99	84	108	99	99	76
- COc1cccc(N2CCN(c3ncnc4cc[nH]c34)CC2)c1
→ 71	53	40	41	99	104	60	72
- COc1ccc(/C=N/C2=C(C#N)C(c3ccc([N+](=O)[O-])cc3)c3ccc4ccccc4c3O2)cc1 (stereo not drawn)
→ 83	162	89	.	98	99	87	55
- CC(N)c1ccccc1 (stereo not drawn)
→ 163	124	83	110	112	107	106	86
- CC(=O)C1C(C)=NN2C(c3ccccc3)=CC(C)=C(C#N)C12 (stereo not drawn)
→ 111	102	114	121	131	118	103	99
- COc1ccc(OC)c(/C=C2/C=C(c3ccccc3)N(CCc3ccc(S(N)(=O)=O)cc3)C2=O)c1
→ 97	107	87	75	88	121	96	90
- CCOC(=O)/C(C#N)=C1\SS/C(=C(/C#N)C(=O)OCC)S1
→ 96	107	109	103	91	105	96	59
- Oc1cccnc1
→ 102	105	100	97	114	107	95	90
- CCOC(=O)N/N=C/c1ccc([N+](=O)[O-])cc1
→ 108	102	109	108	113	111	108	.
- NCCCC[C@H](NC(=O)[C@@H]1CCCN1C(=O)Cc1cccc2ccccc12)C(=O)N[C@@H](CCCN=C(N)N)C(=O)NCCOCC(N)=O
→ 104	111	98	59	94	103	98	98
- CSc1nc(N)nc(C)c1Br
→ 99	97	109	90	100	97	.	.
- Cc1cc2c3ccccc3ncn2n1
→ 109	93	95	104	104	95	92	93
- O=C(CCCCNC(=O)c1cc(=O)c(O)co1)Nc1ccccc1
→ 47	98	94	98	55	119	32	94
- COC(=O)[C@@H](Cc1c[nH]c2ccccc12)NC(=O)[C@@H](C)NCc1ccc2[nH]ccc2c1
→ 108	90	97	44	100	99	104	91
- CCCCN1C(=O)c2cccc3c(OC)cc(/C=C/C(=O)OC)c(c23)C1=O
→ 101	110	83	68	77	96	85	63
- COc1ncc(-c2ccc3ncnc(Nc4cccc(Cl)c4)c3c2)cc1NS(C)(=O)=O
→ 27	-11*	45	1.0*	7.9*	.	.	15
- COc1cnc2c(c1)C(=O)c1c-2n(CCCNC2=NCCS2)c(=O)c2cc([N+](=O)[O-])ccc12
→ -71*	-89*	-6.2*	-36*	-2.2*	29	-78*	13
- C/C1=C\CC2CCC(C)(O)C(CC(O)/C(C)=C/CC1)C2(C)C (stereo not drawn)
→ 72	96	60	100	.	104	94	107
- CCCCNC(=O)c1ccc(C(C)C)cc1
→ 112	88	87	93	127	110	108	94
- Cc1ccc(C#N)c(=O)[nH]1
→ 122	109	93	.	110	111	110	112
- COC(=O)/C=C1/S/C(=N/NC(=O)COc2cc(=O)n(C)c3ccccc23)N(Cc2ccccc2)C1=O
→ 96	107	97	110	95	98	98	87
- Cc1ccccc1Cc1nccc2c1[nH]c1ccccc12
→ 176	144	93	108	83	108	87	70
- COc1ccc(S(=O)(=O)N=N/C=C2\C=CC=CN2O)cc1OC
→ 106	117	92	77	.	91	99	89
- OC[C@H]1O[C@](O)(CO)[C@@H](O)[C@@H]1O
→ 110	109	101	126	129	103	110	98
- COc1cc2cc(Oc3ccc(NC(=O)c4ccc(Br)c(C)c4)cc3)c(C)nc2cc1OC
→ 78	.	82	77	75	90	89	80
- COc1ccc(C2=CCCCCC2)c(OC)c1OC
→ 109	103	102	99	117	88	99	86
- C(=C\c1ccccn1)/c1ccccc1
→ 111	78	97	89	110	112	.	.
- Clc1cc(Cl)c(Cl)nn1
→ 114	146	94	109	122	115	113	109
- COc1cccc2cc(-c3cc4ccccc4[nH]3)c(=NC(=O)c3ccc(Cl)cc3)oc12
→ 67	97	54	65	.	86	51	54
- COc1ccc(/C=C/c2nc3ccccc3s2)cc1OP(=O)(O)O
→ 67	157	90	.	98	107	74	81
- NC(=S)N/N=C1/c2ccccc2-c2cc(Br)ccc21
→ 123	116	88	136	99	114	92	81
- CCOC(=O)CCCCCCCCCCCCC1C=CCC1 (stereo not drawn)
→ 116	104	103	113	115	98	108	94
- CC1(C)CC(=O)C2=C(C1)N(c1ccc(F)cc1F)C(N)=C(C#N)C2c1ccc(Cl)c([N+](=O)[O-])c1 (stereo not drawn)
→ 110	96	102	.	100	105	105	90
- COC(=O)[C@]1(C)N[C@H](c2cn(-c3ccccc3)nc2C)[C@@H]2C(=O)N(c3ccc(C)cc3)C(=O)[C@@H]21
→ 105	122	.	117	110	115	112	99
- CCCCCCCCn1ccc2cc(NC(=O)Cn3cc(CN4CCOCC4)nn3)ccc21
→ 98	108	102	100	92	91	99	84
- O=c1c(-c2nc3ccccc3[nH]2)cc2ccccc2n1Cc1cn(Cc2ccc(Br)cc2)nn1
→ 114	117	95	112	104	93	91	88
- CCn1c(Sc2nnc(NC(=O)CCN3CCCC3)s2)nc2c1c(=O)n(C)c(=O)n2C
→ 109	104	103	.	110	98	100	95
- CCOc1c(F)ccc2c(NC)nc(SCC)nc12
→ 109	116	100	82	95	96	100	97
- COC(=O)c1ccc(/C=C(\C#N)c2cc3ccccc3[nH]2)cc1
→ 108	.	89	82	100	109	95	91
- CCc1ccc(Cc2cnc(N3C(=N)SCC3=O)s2)cc1
→ 107	104	101	105	115	107	101	92
- O=C1[C@@H]2Cc3c([nH]c4ccccc34)[C@H](c3ccc(Cl)cc3)N2C(=O)CN1C1CCN(Cc2c(Cl)cccc2Cl)CC1
→ 89	129	95	104	110	97	84	68
- O=CNCC(=O)O
→ 106	113	106	111	107	106	105	93
- Cc1ccc(S(=O)(=O)OC[C@@]2(C)CC[C@]3(C)CC[C@]4(C)C(=C3C2)C=C[C@@H]2[C@@]3(C)CCCNC(C)(C)[C@@H]3CC[C@]24C)cc1
→ 24	69	-66*	104	-7.2*	35	-47*	1.6*
- CCCC(=O)NNc1[nH]c(-c2cc(OC)c(OC)c(OC)c2)cc1C(=O)OCC
→ 93	74	108	120	105	93	81	73
- CCCOc1ccc(/C=N/NC(N)=S)cc1
→ 79	96	92	126	71	95	82	95
- COc1ccc(-c2cc(-c3ccccn3)[nH]c(=O)c2C#N)cc1
→ 100	106	95	108	91	102	88	88
- CC(=O)[C@@]1(O)[C@H](O)C[C@H]2[C@@H]3CCC4=CC(=O)C[C@]4(C)[C@H]3CC[C@@]21C
→ 107	102	100	91	.	89	93	96

Going on with the list:
Each structure is followed by: OVCAR-3	TK-10	OVCAR-8	A498	RXF 393	OVCAR-5	ACHN	CAKI-1
- Nc1ccc(C(=O)Nc2ccc3cc(S(=O)(=O)O)ccc3c2)cc1
→ 105	106	105	.	121	101	98	97
- Cc1oc(-c2ccccc2Cl)cc1C(=O)Nc1ccc(S(N)(=O)=O)cc1
→ 117	126	98	105	111	102	106	94
- CCC(c1ccccc1)C(CC)c1cc(O)c(O)c(O)c1 (stereo not drawn)
→ 82	114	86	99	78	112	109	122
- Cc1nn(-c2ccccc2)cc1/C=C1\SC(N2CCOCC2)=NC1=O
→ 126	93	100	83	107	105	99	99
- O=C(CN1C=NC2C(N3CCOCC3)=NC=NC21)c1ccc(Br)cc1 (stereo not drawn)
→ 108	117	100	.	103	99	103	85
- O=c1[nH]c2ccccc2[nH]c1=O
→ 117	103&115	113&101	95&83	113&106	87&100	101&112	102
- COc1cc(C)cc(C(O)Cc2cccc(-c3ccc(N(C)C)cc3C)n2)c1 (stereo not drawn)
→ 95	104	93	82	112	102	99	88
- CCOC(=O)c1nn(C2CCCCO2)c2ccc(NC(=O)Cc3ccccc3)cc12 (stereo not drawn)
→ 102	110	92	58	97	76	75	56
- Ic1ccc([I+]c2ccc(I)cc2)cc1
→ 60	92	48	.	67	83	75	67
- O=C(O)c1ccccc1Nc1cccc(S(F)(F)(F)(F)F)c1
→ 95	88	99	95	116	115	98	95
- CCOc1ccc(NC(=O)C2=C(C)NC(C)=C(C(=O)Nc3ccc(OCC)cc3)C2c2cccc([N+](=O)[O-])c2)cc1
→ 84	86	80	91	76	94	75	72
- CCOC(=O)C1CN(CC)C(=O)C1=O (stereo not drawn)
→ 109	104	102	116	103	109	103	103
- Cn1cc(-c2ccc(F)c(C(F)(F)F)c2)nc1C1CCN(c2ncnc3[nH]ncc23)CC1
→ 90	67	48	67	57	86	73	62
- Cc1ccc(NC(=O)c2cc3ccccc3cc2O)cc1
→ 69	90	82	74	101	96	73	75
- CCn1c(=S)[nH]c2c(=O)n(C)c(=O)n(C)c21
→ 121	108	101	113	106	104	98	102

Entries of single compounds, looked up by structure.
Results for Cn1cc(-c2ccc(F)c(C(F)(F)F)c2)nc1C1CCN(c2ncnc3[nH]ncc23)CC1 → OVCAR-3 = 90; TK-10 = 67; OVCAR-8 = 48; A498 = 67; RXF 393 = 57; OVCAR-5 = 86; ACHN = 73; CAKI-1 = 62
Results for CCOc1ccc(NC(=O)C2=C(C)NC(C)=C(C(=O)Nc3ccc(OCC)cc3)C2c2cccc([N+](=O)[O-])c2)cc1 → OVCAR-3 = 84; TK-10 = 86; OVCAR-8 = 80; A498 = 91; RXF 393 = 76; OVCAR-5 = 94; ACHN = 75; CAKI-1 = 72

In a second layout: entries from further up.
O=C(O)c1ccccc1Nc1cccc(S(F)(F)(F)(F)F)c1
  OVCAR-3: 95	TK-10: 88	OVCAR-8: 99	A498: 95	RXF 393: 116	OVCAR-5: 115	ACHN: 98	CAKI-1: 95
CCn1c(=S)[nH]c2c(=O)n(C)c(=O)n(C)c21
  OVCAR-3: 121	TK-10: 108	OVCAR-8: 101	A498: 113	RXF 393: 106	OVCAR-5: 104	ACHN: 98	CAKI-1: 102
Nc1ccc(C(=O)Nc2ccc3cc(S(=O)(=O)O)ccc3c2)cc1
  OVCAR-3: 105	TK-10: 106	OVCAR-8: 105	A498: .	RXF 393: 121	OVCAR-5: 101	ACHN: 98	CAKI-1: 97
O=c1[nH]c2ccccc2[nH]c1=O
  OVCAR-3: 117	TK-10: 103&115	OVCAR-8: 113&101	A498: 95&83	RXF 393: 113&106	OVCAR-5: 87&100	ACHN: 101&112	CAKI-1: 102

Other structures
Each structure is followed by: OVCAR-3	TK-10	OVCAR-8	A498	RXF 393	OVCAR-5	ACHN	CAKI-1
- N=C(N)c1ccc(-c2ccc(-c3ccc(F)cc3)o2)o1
→ 7.3*	50	5.0*	37	40	58	27	31
- N#Cc1c(-c2ccccc2)cc(-c2ccc(Nc3nc(Nc4ccc(F)cc4)nc(Nc4ccc(F)cc4)n3)cc2)nc1N
→ 90	94	97	92	54	71	107	100
- O=S(=O)(Nc1ccc(Cl)c(C(F)(F)F)c1)c1ccc(-c2cnc(C3CC3)o2)cc1
→ 9.4*	3.0*	5.2*	-8.1*	8.5*	19	35	36
- COc1ccc(NC(=O)Nc2ccc(-c3cccnc3)cc2Oc2cc(OC)c(OC)c(OC)c2)cc1
→ 93	113	90	87	94	135	118	91
- c1cc(C2=N[C@@H]3c4ccccc4C[C@@H]3O2)nc(C2=N[C@@H]3c4ccccc4C[C@@H]3O2)c1
→ 109	101	106	102	105	98	102	92
- O=C(CCCCC(=O)OCC1COCO1)OCC1COCO1 (stereo not drawn)
→ 128	104	101	78	114	91	96	100
- O=P(NCc1ccccc1)(OCc1ccccc1)OCc1ccccc1
→ 108	109	105	89	102	93	97	91
- Cn1ncc2c(N)nc(NCCO)nc21
→ 124	88	101	.	136	93	106	119
- COC(=O)c1ccccc1NC(=O)C(=O)c1c(O)c(O)c(C(C)C)c2cc(C)c(-c3c(C)cc4c(C(C)C)c(O)c(O)c(C(=O)C(=O)Nc5ccccc5C(=O)OC)c4c3O)c(O)c12
→ 105	89	89	.	91	99	86	93
- Cc1ccc2c(n1)C(=O)C(Cl)=C(Nc1ccc(N3CCN(C)CC3)cc1)C2=O
→ -100*	100	-63*	101	63	-7.5*	-94*	-100*
- NNC(=O)Cc1csc2ccccc12
→ 107	114	104	109	111	93	96	87
- NC(=S)Nc1ccc(Cl)cc1
→ 111	113	93	.	128	101	103	.
- CCC(OC(=O)CC(C)C)c1ccccc1 (stereo not drawn)
→ 107	91	93	102	98	104	104	98
- CCC(=O)Nc1ccc(C)cc1C
→ 108	98	113	94	102	92	101	95
- COc1ccc(-c2nn(-c3cccc(Cl)c3)cc2-c2cc(-c3ccc(Br)cc3)no2)cc1
→ 106	.	98	79	99	113	103	100

Bioassay records as filed in PubChem BioAssay.
